hgDAF12 agonist = activates the H. glycines DAF-12 receptor ligand-binding domain; HEK293 GAL4-hgDAF12 UAS-luciferase reporter, agonist luminescence; normalized to butyrate control; activation, % at 6.8 µM; actives 1.8% (n = 370,000);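 active = activation above a cutoff set at the mean of all screened compounds plus 3 SD, cut at about 10% in these data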;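 note: 0% = DMSO wells and 100% = sodium butyrate wells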
ADAM10 inh = inhibits human ADAM10; O14672; recombinant ADAM10, EDANS/DABCYL FRET peptide cleavage, 3 h; inhibition, % at 7 µM; actives 0.62% (n = 370,000); AID 720582;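 active = inhibition above a per-campaign cutoff equal to the mean of compounds falling between control-based bounds plus 3 SD, cut at about 20% in these data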;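 note: 0% = DMSO wells while the 100% control is not disclosed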
PG9 Ab binder = small molecules binding HIV-1 gp120 antibody PG9; TR-FRET gp120-PG9 antibody binding; inhibition, % at 6.7 µM; actives 0.43% (n = 360,000); in the data active = inhibition above about 8.5%
DAX1 inh-1 = inhibits human nuclear receptor DAX1; HEK293 Gal4-DAX1 luciferase reporter, luminescence; inhibition, % at 6.75 µM; actives 0.99% (n = 340,000); AID 504766; P51843;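 active = inhibition above the mean over all tested compounds plus 3 SD, cut at about 4.2% in these data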;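 note: 0% = DAX1-transfected cells with DMSO and 100% = empty-vector control cells with DMSO; inhibition shows as a rise in luminescence from relieved DAX1 repression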
Target sequence (P51843 207-470 limits assumed): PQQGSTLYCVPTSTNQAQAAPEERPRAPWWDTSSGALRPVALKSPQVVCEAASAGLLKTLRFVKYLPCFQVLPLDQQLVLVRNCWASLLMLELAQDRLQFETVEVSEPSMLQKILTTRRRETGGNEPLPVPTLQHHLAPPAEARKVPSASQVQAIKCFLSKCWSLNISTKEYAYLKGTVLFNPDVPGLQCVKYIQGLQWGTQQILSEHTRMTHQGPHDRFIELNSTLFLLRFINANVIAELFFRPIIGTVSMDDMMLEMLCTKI
DAX1 inh-2 = DAX1 (NR0B1) inhibition, primary screen | AID 652010 | inhibition, % at 6.8 µM | HEK293T StAR-luciferase reporter, SF-1/DAX-1 repression relief | actives 1.1% (n = 370,000);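 active = inhibition above the mean over all tested compounds plus 3 SD, cut at about 3.6% in these data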;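 note: 0% = DAX-1 cells with DMSO and 100% = cells lacking DAX-1 with DMSO; higher inhibition means more luminescence from relief of DAX-1 repression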
FXN GAA850 act = frataxin GAA850 promoter activation; HEK293 lucGAA850 FXN promoter luciferase reporter, 24 h; percent of 10 µM SAHA response; activation, % at 6 µM; actives 0.56% (n = 360,000);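 active = activation above the average of all compounds screened plus 3 SD, cutoff fixed separately per campaign, cut at about 7.5% in these data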;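 note: 0% = DMSO wells and 100% = 10 µM SAHA wells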
hcDAF12 agonist = H. contortus DAF-12 activation, primary screen. actives 1.4% (n = 370,000). HEK293 hcDAF-12 lit1-tk-luc reporter, luminescence; 0% DMSO, 100% Δ7-dafachronic acid. activation, % at 6.8 µM;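 active = activation above the mean of all tested compounds plus 3 SD, cut at about 5.5% in these data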;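 note: 100% = response to 3 µM Δ7-dafachronic acid high control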
ssDAF-12 act = S. stercoralis DAF-12 activation, primary screen; activation, % at 6.8 µM; actives 1% (n = 370,000); HEK293 ssDAF-12/GRIP1 lit1-tk-luc reporter, luminescence; % of 3 µM dafachronic acid response;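 active = activation above the mean over all tested compounds plus 3 SD, cut at about 0.9% in these data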;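 note: 0% = DMSO-only wells and 100% = 3 µM delta7-dafachronic acid wells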
GC-A act = GC-A (human) enzyme activation; P16066; HEK293 GC-A cells, cGMP TR-FRET, EC30 ANP; 0% at EC30 ANP, 100% saturating ANP; activation, % at 10 µM; actives 0.14% (n = 370,000); in the data active = activation above about 40%
SMARCA2 act = increases SMARCA2 function in MMTV reporter cells. MG213 cells, MMTV-luciferase reporter, dexamethasone, overnight. activation, % at 9.1 µM. actives 1% (n = 370,000); in the data active = activation above about 7.8%;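 note: 0% = vehicle wells and 100% = reference activator wells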
ADAM17 inh = ADAM17 inhibition, QFRET primary screen; P78536; recombinant ADAM17, EDANS/DABCYL FRET peptide cleavage; inhibition, % at 6.95 µM; actives 0.83% (n = 370,000); AID 720648;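 active = inhibition above the mean of compounds lying between control limits plus 3 SD, set per campaign, cut at about 8.5% in these data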;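 note: 0% = DMSO-only wells as the low control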
Target sequence (P78536 215-824 limits assumed): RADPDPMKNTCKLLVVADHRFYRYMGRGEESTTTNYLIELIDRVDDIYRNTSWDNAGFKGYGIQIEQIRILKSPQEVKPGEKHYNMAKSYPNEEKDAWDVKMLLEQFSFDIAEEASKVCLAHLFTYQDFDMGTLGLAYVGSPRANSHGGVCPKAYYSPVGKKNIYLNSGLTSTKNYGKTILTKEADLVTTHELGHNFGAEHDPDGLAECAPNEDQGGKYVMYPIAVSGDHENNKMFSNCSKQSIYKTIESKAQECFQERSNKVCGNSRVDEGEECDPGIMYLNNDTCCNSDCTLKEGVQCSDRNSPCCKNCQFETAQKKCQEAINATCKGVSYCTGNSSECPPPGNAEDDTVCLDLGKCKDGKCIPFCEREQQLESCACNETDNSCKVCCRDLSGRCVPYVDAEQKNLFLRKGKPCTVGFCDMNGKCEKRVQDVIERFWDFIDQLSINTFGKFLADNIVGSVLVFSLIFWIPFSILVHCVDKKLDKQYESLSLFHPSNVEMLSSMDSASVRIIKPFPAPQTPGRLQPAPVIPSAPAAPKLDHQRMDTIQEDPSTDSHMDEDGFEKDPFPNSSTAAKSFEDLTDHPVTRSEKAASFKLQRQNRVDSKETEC
* marks the source's active call; other numbers are inactive results; i = inactive; nt = not tested or not shown.

Each structure is followed by: hgDAF12 agonist	ADAM10 inh	GC-A act	ADAM17 inh	FXN GAA850 act	hcDAF12 agonist	DAX1 inh-1	PG9 Ab binder	ssDAF-12 act	DAX1 inh-2	SMARCA2 act
> CC(C)(C)c1ccc(C(=O)N2CCN(C(=O)c3ccco3)CC2)cc1
  4.3	-9	2	-7	1.0	-2.5	-0.6	-1.5	-1.1	-0.4	-2
> O=c1sc2ccccc2n1COc1ccccc1
  -0.2	6	-2	4	3.9	-2.0	1.3	-1.5	-2.0	-0.1	0
> CC(=O)N1N=C(C)CC1c1ccc(OCc2ccccc2)cc1 (configuration not stated)
  -2.0	-4	5	-1	1.7	0.6	-0.9	-1.0	-1.6	1.0	-2
> O=C(COc1ccc2ccccc2c1)N1CCN(C(=O)c2ccc([N+](=O)[O-])cc2)CC1
  1.4	-1	-6	0	-0.8	-1.0	0.4	-3.6	-0.7	0.3	1
> C=CCN1C(=O)C2(C(C#N)=C(N)Oc3n[nH]c(CCC)c32)c2ccccc21 (configuration not stated)
  -0.6	7	-2	0	-0.6	0.5	0.1	1.7	-1.4	-0.7	-2
> CCN(Cc1ccccc1)C(=O)Cn1c(=O)n(CC(=O)NCc2ccco2)c(=O)c2sccc21
  -2.3	-4	3	-6	-3.1	1.1	-0.6	-0.8	-2.0	-0.1	-2
> C=CC[C@@H](CC(=O)N[C@@H](CO)Cc1ccccc1)C(=O)N[C@H](COC(=O)[C@H](CC=C)CC(=O)OC(C)(C)C)Cc1ccccc1
  0.5	-2	-1	-2	-1.7	-0.6	1.3	-0.6	-0.3	-0.3	1
> O=C(Nc1ccc(Cl)cn1)c1ccc(COCC(F)(F)C(F)F)o1
  -0.5	3	1	-4	1.5	-0.9	1.0	-3.2	-1.2	0.6	2
> O=S(=O)(Nc1cccc(-c2nc3cccnc3s2)c1)c1ccc2c(c1)OCCO2
  -1.2	2	-3	4	-3.1	-1.6	0.9	-0.2	-1.0	-0.6	-1
> Cc1ccc(-c2cc(-c3nnc(SCC(=O)N4CCOCC4)n3N)[nH]n2)cc1
  -1.3	-1	1	0	nt	-2.4	nt	nt	-1.3	-1.1	-1
> Cc1cc(Br)ccc1NC(=O)c1ccccc1-c1ccccc1
  2.2	3	-22	1	-0.5	0.1	-0.2	0.6	-1.4	-0.6	-2
> COc1cc2nc(C)sc2cc1SC
  -0.8	2	1	-1	4.6	0.1	-0.2	1.3	-1.6	-0.8	0
> CCCNC(=O)COc1coc(CN2CCN(c3ccc(F)cc3)CC2)cc1=O
  1.7	0	2	-2	-0.5	-1.9	0.4	-0.3	-1.2	0.7	-2
> Cc1nnsc1C(=O)Nc1ccc(S(=O)(=O)N2CCCCC2)cc1
  -1.0	0	0	3	-0.8	-1.4	-0.8	-1.8	-1.5	-2.8	-2
> CCOC(=O)CN(C(=O)CSc1nnc2c(n1)[nH]c1ccc(F)cc12)c1ccccc1
  -0.9	2	-1	1	-1.7	-2.7	-0.7	2.2	-1.6	-0.7	-3
> CCC(=O)N1N=C(c2cccs2)CC1c1ccco1 (configuration not stated)
  0.0	-14	-3	-6	0.6	1.9	1.0	-0.5	-1.6	-0.6	-2
> CCCn1c(SCC(=O)N2N=C3/C(=C/c4ccc(OC)cc4)CCCC3C2c2ccc(OC)cc2)n[nH]c1=O (configuration not stated)
  -0.1	4	-5	5	1.4	-4.0	-1.1	-3.5	-2.0	-0.7	-3
> CCOC(=O)C(C(=O)N1CCOCC1)C1CCCCC1 (configuration not stated)
  -1.2	3	-1	-4	3.8	-1.2	0.4	-0.6	-1.1	-0.2	5
> Cc1cc(C)c(C#N)c(Oc2ccccc2Br)n1
  -0.5	6	-1	0	4.6	-0.4	-1.4	-1.4	-1.3	-0.4	1
> COc1ccc(N2CCN(C(=O)c3ccc(CS(=O)c4cccc(Cl)c4)o3)CC2)cc1 (configuration not stated)
  -4.2	-8	3	-3	-2.3	-1.7	0.1	1.3	-0.6	-0.4	-3

4 entries drawn at random from the list so far:
Each structure is followed by: hgDAF12 agonist	ADAM10 inh	GC-A act	ADAM17 inh	FXN GAA850 act	hcDAF12 agonist	DAX1 inh-1	PG9 Ab binder	ssDAF-12 act	DAX1 inh-2	SMARCA2 act
> CC(=O)N1N=C(C)CC1c1ccc(OCc2ccccc2)cc1 (configuration not stated)
  -2.0	-4	5	-1	1.7	0.6	-0.9	-1.0	-1.6	1.0	-2
> O=C(Nc1ccc(Cl)cn1)c1ccc(COCC(F)(F)C(F)F)o1
  -0.5	3	1	-4	1.5	-0.9	1.0	-3.2	-1.2	0.6	2
> Cc1cc(Br)ccc1NC(=O)c1ccccc1-c1ccccc1
  2.2	3	-22	1	-0.5	0.1	-0.2	0.6	-1.4	-0.6	-2
> COc1ccc(N2CCN(C(=O)c3ccc(CS(=O)c4cccc(Cl)c4)o3)CC2)cc1 (configuration not stated)
  -4.2	-8	3	-3	-2.3	-1.7	0.1	1.3	-0.6	-0.4	-3

The results go on:
Each structure is followed by: hgDAF12 agonist	ADAM10 inh	GC-A act	ADAM17 inh	FXN GAA850 act	hcDAF12 agonist	DAX1 inh-1	PG9 Ab binder	ssDAF-12 act	DAX1 inh-2	SMARCA2 act
> CC(C)C(=O)Nc1ccc(NC(=S)NC(=O)c2ccc([N+](=O)[O-])cc2)cc1
  0.0	-4	-5	-1	-3.5	0.1	-0.7	1.2	-1.5	-0.8	-4
> CCN(CC)c1ccc(CNc2nnnn2C)cc1
  -1.3	-7	2	-1	1.3	-0.7	-1.3	-0.3	-1.3	-0.2	0
> C=CCn1c(SCC(=O)c2ccc(NS(=O)(=O)c3ccccc3)cc2)nnc1-c1cccs1
  -1.6	-7	4	-4	-0.4	0.1	-1.2	-0.7	-0.8	0.5	-2
> Cc1ccccc1-c1cnc(C(O)c2ccc(F)cc2C)[nH]1 (configuration not stated)
  3.2	-4	2	-1	0.4	0.3	nt	0.0	-0.8	0.2	-2
> Cn1ncc(C(=O)Nc2ccc(Cl)cc2)c1C(F)(F)F
  -1.3	-7	-9	-3	-0.2	-1.9	nt	1.0	-1.3	-0.6	-3
> C=C(C)C(=O)OCC(=O)NCc1ccccc1
  -1.1	6	5	-4	2.0	-0.4	-0.5	-0.8	-0.4	-0.1	5
> COc1ccccc1CCNC(=O)CSc1ccc(-c2cccs2)nn1
  -2.3	-3	-3	-5	0.2	-0.8	-0.5	0.9	-1.9	-1.9	0
> Cc1ccc(C)c(N2CCN(S(=O)(=O)c3csc(C(N)=O)c3)CC2)c1
  -2.2	1	-4	-3	-0.2	-2.7	-0.8	-1.2	-0.6	-0.6	-3
> O=P(O)(CCc1ccccn1)CN1CCCCC1
  -1.1	6	1	-3	-0.1	-0.4	0.1	-0.8	-0.9	-0.5	-3
> CC1CCN(c2cc(C#N)c(C#N)cc2[N+](=O)[O-])CC1
  -0.3	11	-6	0	-0.1	-1.7	0.9	-0.3	-1.0	-0.4	0
> Cc1cc(Br)ccc1NC(=O)c1sc2ncnc(N3CCN(c4ccccn4)CC3)c2c1C
  1.9	-2	0	-3	-0.8	-0.7	0.1	-2.7	-1.1	-0.3	0
> CNC(=O)OCc1cocc1COC(=O)NC
  6.4	1	-2	1	nt	0.4	nt	1.0	-0.6	0.4	1
> CC(C)C[C@@H]1O[C@H](CCc2ccccc2)Cc2[nH]c(=S)[nH]c(=O)c21
  0.5	12	-4	5	nt	-0.4	nt	-0.2	-1.4	0.1	2
> Cc1nn(-c2cc(C)c3ccccc3n2)c2c1CCC2
  2.0	7	-9	3	0.4	-0.6	1.0	-2.4	-1.1	0.7	2
> O=C(CCC(F)(F)F)N1CCC(CO)(CCc2ccccc2)CC1
  0.7	5	2	1	0.9	-0.2	2.4	-2.1	-1.5	0.3	4
> CCOC(=O)c1ccc(NC(=S)N2CCN(CCN=CC3=C(O)CC(c4ccccc4)CC3=O)CC2)cc1 (configuration not stated)
  -0.8	14	-13	3	-1.3	0.1	nt	-1.7	-2.0	0.1	-4
> CCC1CCCCN1Cc1c(O)ccc2c(=O)c(-c3ccccc3OC)coc12 (configuration not stated)
  1.1	i	0	-481	-0.8	-1.4	-0.4	0.7	-0.6	-0.2	-3
> CC(C)(C)Sc1ccc(/C=N/O)cc1[N+](=O)[O-]
  0.6	1	-8	0	6.8	-1.5	0.8	-1.2	-2.3	-1.0	5
> COCCn1c(N)c(N(Cc2ccccc2)C(=O)c2ccc(-c3ccc(Cl)cc3)o2)c(=O)[nH]c1=O
  -0.7	-40	4	-28	0.7	0.2	-1.3	3.1	-1.0	-1.6	0
> O=C(NCc1ccc(Cl)cc1)C1C2C=CC3(CN(Cc4cccnc4)C(=O)C13)O2 (configuration not stated)
  1.7	-10	1	-3	-0.9	-0.5	0.0	-2.3	-1.5	0.0	2

Next part.
Each structure is followed by: hgDAF12 agonist	ADAM10 inh	GC-A act	ADAM17 inh	FXN GAA850 act	hcDAF12 agonist	DAX1 inh-1	PG9 Ab binder	ssDAF-12 act	DAX1 inh-2	SMARCA2 act
> Cc1cc2oc(C(=O)NC3CCS(=O)(=O)C3)cc(=O)c2cc1C (configuration not stated)
  2.6	-49	-1	-17	0.2	-0.3	0.7	1.1	-1.6	-1.1	0
> COc1ccc(C(=O)OCC(=O)C(C)(C)C)cc1S(=O)(=O)N(C)CCc1cccnc1
  -1.0	4	5	2	2.5	-1.8	0.0	1.0	-1.6	-0.1	1
> CCOC(=O)Cn1cnc2scc(-c3ccc(C)c(C)c3)c2c1=O
  -3.0	-2	2	2	1.8	-2.2	-0.5	1.5	-1.4	-0.5	-2
> O=C(Nc1cccc2oc(=O)ccc12)c1ccc([N+](=O)[O-])cc1[N+](=O)[O-]
  0.9	-1	-1	-3	-2.0	2.8	-0.9	-2.8	-1.0	-0.9	-2
> Cc1ccc(-c2nnc(-c3ccc(NC(=O)Cc4cccs4)cc3)o2)cc1
  1.5	-6	-15	-2	4.0	2.1	-0.7	-1.6	-1.1	0.1	1

Compound activity as filed in PubChem.
